Dengue-2 NS5 capping: flavivirus cap methylation enzyme inhibition – biochemical, confirmation dose response, primary screen (AID 588689); hit rate 0.3% among 340,000; one-dose inhibition, % at 25 µM; IC50 in µM for titrated hits; Dengue-2 NS5 methyltransferase capping enzyme assay, biochemical; higher % means a stronger effect; in the data active = a potency from the dose series
SIAH1 antagonists: blockers of Siah-1 interaction with plectin peptide – biochemical, fluorescence polarization, rhodamine-plectin, uHTS, primary screen (AID 1817). hit rate 0.02% among 290,000. Siah-1 / rhodamine-plectin peptide fluorescence polarization; higher % means a stronger effect. displacement, % at 20 µM, or IC50 in µM where a hit was titrated;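 active = displacement of at least 50% at 20 µM, with a fluorescence ratio check between 0.3 and a set limit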;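 note: plate controls were Siah plus tracer with DMSO for no effect and tracer alone without Siah for full effect; strong numbers were not always called active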
RSV CPE inhibition: inhibition of RSV-induced cytopathic effect – HEp-2 cells, primary 10 µM value included (AID 2391); HEp-2 cells, RSV-induced CPE inhibition; higher % means a stronger effect; CPE inhibition, % at 10 µM, or IC50 in µM where a hit was titrated; hit rate 0.13% among 310,000; in the data active = a potency from the dose series; note: strong numbers were not always called active
HIV fusion peptide: inhibitors of HIV fusion peptide binding, primary screen, biochemical, uHTS, fluorescence dequenching (AID 1986) | cell-free peptide binding, fluorescence dequenching, 30 min; higher % means a stronger effect | inhibition, % at 20 µM; hits with a dose series show IC50 in µM | hit rate 0.3% among 290,000; in the data active = inhibition mostly above about 52%, no sharp cut-off; inactive = mostly below about 76%; note: some results filed as inactive read as strong as hits
XIAP displacement: small molecules displacing peptide from XIAP – biochemical, IAP family, fluorescence polarization (AID 1018); hit rate 0.007% among 200,000; XIAP BIR domain, fluorescence polarization peptide displacement; higher % means a stronger effect; displacement, % at 20 µM; hits with a dose series show IC50 in µM; in the data active = displacement above about 50%; note: a part of the inactive calls stands beside numbers as strong as those of hits
LYP inhibition: PTPN22 lymphoid phosphatase activity blockers – biochemical, fluorescence intensity, uHTS (AID 1779); recombinant LYP phosphatase, fluorescence intensity; higher % means a stronger effect; inhibition, % at 11.5 µM; hits with a dose series show IC50 in µM; hit rate 0.054% among 290,000; in the data active = inhibition above about 50%;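 note: plate controls were vehicle with enzyme for no effect and no enzyme for full effect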
AID2073: inhibitors of Mint1-CaV2.2 protein interaction, biochemical, HTRF (AID 2073). one-dose inhibition, % at 20 µM; IC50 in µM for titrated hits. HTRF protein-protein interaction, Mint1-CaV2.2; higher % means a stronger effect. hit rate 0.19% among 290,000; in the data active = inhibition mostly above about 51%, no sharp cut-off; note: some results filed as inactive read as strong as hits
Rac1 GTP hydrolysis: MgcRacGAP GTPase-activating activity inhibitors, confirmation, biochemical, ADP Hunter fluorescence | inhibition, % at 30 µM, or IC50 in µM where a hit was titrated | MgcRacGAP-stimulated Rac1 GTP hydrolysis, ADP Hunter fluorescence; higher % means a stronger effect; GST-tagged Rac1 F28L mutant substrate | hit rate 0.6% among 340,000 | AID 624330;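 active = first-screen hits whose inhibition reached a set limit at any dose in the follow-up dose series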;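 note: fluorescence reports GDP produced by GAP-driven GTP hydrolysis; strong numbers were not always called active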
Large T inhibition: SV40 large T antigen inhibitors, biochemical (AID 1903). inhibition, % at 20 µM; hits with a dose series show IC50 in µM. SV40 large T antigen ATPase/helicase inhibition assay; higher % means a stronger effect. hit rate 0.39% among 310,000; in the data active = a potency from the dose series; note: strong numbers were not always called active
The depositor's hits bear a star; · = not tested or not shown.

1) COc1ccc(OC)c(NC(=O)CN(c2ccc(C)cc2)S(=O)(=O)c2c(C)noc2C)c1
2) COc1ccc(NC(C)=O)cc1S(=O)(=O)N1CCc2ccccc21
3) O=C(Nc1oc2ccccc2c(=O)c1-c1ccc(Br)cc1)c1ccco1
4) CC(C)Nc1nc(N)c(C(=O)C23CC4CC(CC(C4)C2)C3)s1
5) CNC(=S)Nc1cc(C(F)(F)F)ccc1Cl
6) O=S(=O)(c1ccccc1)C1CON(Cc2ccccc2)C1c1ccccc1 (configuration not stated)
7) COc1cc(OC)cc(C(=O)NCCSCc2ccco2)c1
8) Cc1ccc(-n2c(=O)cc(N3CCC(C)CC3)[nH]c2=O)cc1
Compound | 1 | 2 | 3 | 4 | 5 | 6 | 7 | 8
Dengue-2 NS5 capping | -6% | 2% | -6% | 3% | 0% | -2% | · | -4%
SIAH1 antagonists | -3% | 0% | 5% | 7% | 4% | 9% | 4% | -1%
RSV CPE inhibition | 1.2% | -1.3% | 7.3% | 0.9% | -0.3% | 0.0% | · | 2.6%
HIV fusion peptide | 1.2% | 0.9% | 11% | 0.8% | -0.7% | -2.0% | 1.9% | 0.1%
XIAP displacement | -1.0% | -0.7% | · | · | -6.7% | 2.9% | -0.4% | -4.3%
LYP inhibition | 1% | -2% | 3% | 0% | -8% | 1% | 4% | -1%
AID2073 | 6% | 13% | 14% | 1% | -9% | 1% | -5% | 1%
Rac1 GTP hydrolysis | -1% | 12% | 5% | 7% | 8% | 6% | · | 4%
Large T inhibition | 12% | 1% | 16% | 10% | -2% | 15% | -2% | -4%

9) COC(=O)C(C)Sc1nc(N)c(NC(=O)c2ccco2)c(=O)[nH]1 (configuration not stated)
10) Cc1cc(C(=O)Nc2c(C)n(C)n(-c3ccccc3)c2=O)cs1
11) COc1ccccc1C(=O)Nc1ccccc1C(=O)NCc1ccco1
12) NC(=O)NC(=O)CC1S/C(=N/N=C/c2ccccc2)NC1=O (configuration not stated)
13) Cc1ccc(S(=O)(=O)NC(=O)Nc2ccc(Cl)cn2)cc1
14) Cc1cc(C)c(NC(=O)CN(C2CCCCC2)C2CCCCC2)c(C)c1
15) CN1CCC(=NNC(=O)C(=O)NC2CCCCC2)CC1
16) COc1ccc(S(=O)(=O)N2CCCOC2CNC(=O)C(=O)NCCCn2ccnc2)cc1 (configuration not stated)
Compound | 9 | 10 | 11 | 12 | 13 | 14 | 15 | 16
Dengue-2 NS5 capping | -2% | -5% | -4% | -3% | -4% | 0% | -2% | -5%
SIAH1 antagonists | -7% | 6% | 2% | 5% | -6% | -5% | 0% | -2%
RSV CPE inhibition | 1.7% | 0.5% | 2.4% | 4.9% | 1.6% | 1.6% | -0.2% | 0.4%
HIV fusion peptide | -0.9% | 1.5% | -2.2% | 2.3% | 1.4% | -0.2% | -1.1% | 2.4%
XIAP displacement | 0.6% | -1.9% | · | -3.5% | 1.7% | 0.4% | -3.8% | -3.3%
LYP inhibition | -5% | -5% | -9% | -2% | -10% | -4% | -2% | -10%
AID2073 | -11% | -1% | 2% | 1% | 4% | 0% | -6% | 5%
Rac1 GTP hydrolysis | 2% | 0% | -3% | -2% | 2% | -2% | 15% | 11%
Large T inhibition | 8% | 1% | 6% | 1% | 21% | 7% | 13% | 4%

17) CC1=C(C(=O)OCc2ccccc2)C(c2ccccc2)NC(=O)N1 (configuration not stated)
18) COc1cc(NC(=O)C2=CC(c3ccc(C)cc3)=NS(=O)(=O)N2C)cc(OC)c1OC
19) Cc1nc(Nc2ccccc2Cl)sc1C(=O)Nc1ccccc1
20) CCCCC(=O)Nc1ccc2c(c1)nc1n2CCSC1
21) COc1ccc(Cn2nc(C)n(N(C)c3ncc(C(F)(F)F)cc3Cl)c2=O)cc1
22) Cc1ccc(C=Nc2ccccc2C(N)=O)s1
23) NC1=NC(c2cn[nH]c2-c2ccc(F)cc2)n2c(nc3ccccc32)N1 (configuration not stated)
24) Cc1c2c(=O)n(-c3nc4ccccc4s3)nc-2cc(O)n1Cc1ccccc1
Compound | 17 | 18 | 19 | 20 | 21 | 22 | 23 | 24
Dengue-2 NS5 capping | · | 6% | 1% | 6% | -1% | -10% | · | -13%
SIAH1 antagonists | 7% | 2% | 0% | -1% | 1% | 9% | 15% | 29%
RSV CPE inhibition | -0.2% | 2.7% | 11% | 0.5% | 1.6% | 1.8% | -0.2% | ·
HIV fusion peptide | 2.2% | -0.6% | 1.9% | 0.0% | -0.2% | -0.7% | 0.2% | 14µM*
XIAP displacement | · | · | -6.6% | -12% | -2.4% | -3.1% | -3.9% | ·
LYP inhibition | -5% | -3% | 5% | -4% | -6% | -5% | 2% | 17%
AID2073 | 9% | 6% | 0% | -8% | 2% | 12% | 2% | 3µM*
Rac1 GTP hydrolysis | 16% | -7% | 6% | 7% | 4% | 5% | · | -2%
Large T inhibition | 10% | · | -1% | 6% | -1% | 4% | 10% | ·

25) O=C(NCc1cccs1)c1nc2c(nnn2Cc2ccccc2Cl)c(=O)[nH]1
26) CCn1c(Cc2c(C)[nH]c3ccccc23)nnc1SCC(=O)NCc1ccco1
27) O=C(Nc1ccc2c(c1)OCCO2)C1CCN(C(=O)c2ccc(F)cc2)CC1
28) O=C(c1ccc(F)cc1)N1CCCCC(Sc2nnc3ccccn23)C1=O (configuration not stated)
29) CCOc1ccc(NC(=O)CSc2ncc(-c3ccc(F)cc3)n2Cc2ccco2)cc1
30) CCOc1ccc(N/C=C\C(=O)c2ccc3c(c2)OCO3)cc1
31) CC(=O)Nc1ccc(NC(=O)c2ccc(COc3ccccc3Br)o2)cc1
32) CCOC(=O)C1(CCOc2ccccc2)CCN(C(=O)c2cncs2)CC1
Compound | 25 | 26 | 27 | 28 | 29 | 30 | 31 | 32
Dengue-2 NS5 capping | 52µM* | 8% | -6% | -2% | 2% | 2% | -5% | 1%
SIAH1 antagonists | -5% | 5% | -1% | 3% | -4% | · | 11% | -4%
RSV CPE inhibition | -4.1% | -0.4% | 1.0% | -0.8% | 8.4% | 1.0% | 5.2% | 1.9%
HIV fusion peptide | 38% | 6.5% | 0.1% | 0.9% | -1.5% | · | 0.8% | -0.1%
XIAP displacement | -1.8% | -3.9% | -12% | 0.3% | · | · | · | -5.4%
LYP inhibition | -1% | -6% | -2% | -1% | 8% | · | -8% | -7%
AID2073 | 25% | 5% | 11% | -2% | -21% | · | 12% | 4%
Rac1 GTP hydrolysis | 16% | 2% | 10% | 4% | 1% | 5% | 6% | 2%
Large T inhibition | -2% | 10% | 10% | 0% | 7% | 18% | 2% | 5%

33) CC(=O)c1ccc(N2CCN(C(=O)C3(S(=O)(=O)c4ccc(Cl)cc4)CC3)CC2)cc1
34) CC(=O)N1C(O)CC(C)N1c1ccccc1 (configuration not stated)
35) O=C1CCC(=O)N1c1nc2n(n1)C(c1ccccc1)C=C(c1ccc(Br)cc1)N2 (configuration not stated)
36) CCOC(=S)SCC(=O)Nc1nc(C)c(C)s1
37) CC1CN(Cc2cnc(Cl)s2)CC(C)O1 (configuration not stated)
38) CNc1oc(-c2ccc(OCc3ccccc3)cc2)nc1C#N
39) Cc1ccc(C)c(N2CCN(C(=O)CCCOc3cc(=O)n(C)c4ccccc34)CC2)c1
40) Cc1nn(C)cc1/C=N/NC(=O)Cn1nnc(N)n1
Compound | 33 | 34 | 35 | 36 | 37 | 38 | 39 | 40
Dengue-2 NS5 capping | -3% | -3% | 14% | -23% | -9% | 2% | -5% | -2%
SIAH1 antagonists | 1% | -3% | 3% | -4% | -5% | 1% | 1% | -5%
RSV CPE inhibition | -1.2% | 1.4% | -1.9% | 1.6% | · | -2.1% | 9.4% | -1.4%
HIV fusion peptide | -3.1% | -1.4% | -0.5% | -1.2% | -0.3% | 14% | -0.4% | 2.4%
XIAP displacement | -4.5% | -1.8% | -7.4% | · | -4.5% | -0.2% | -3.1% | ·
LYP inhibition | -2% | -6% | -6% | 2% | -7% | 8% | 6% | -5%
AID2073 | 6% | 4% | 22% | -19% | -3% | -1% | -1% | -4%
Rac1 GTP hydrolysis | 4% | 5% | -1% | 22% | 3% | 14% | -1% | 3%
Large T inhibition | -4% | 4% | 7% | 25% | 10% | -2% | 8% | 11%

41) CCCOc1ccc(C2C(C(=O)c3ccco3)=C(O)C(=O)N2CCN2CCOCC2)cc1OC (configuration not stated)
42) NC(=O)CCN1CCN(Cc2cn[nH]c2-c2cccc3ccccc23)CC1
43) O=C(CN1CCN(S(=O)(=O)c2ccc(F)cc2)CC1)Nc1ccc2c(c1)OCCO2
44) CCNC(=O)COC(=O)/C=C/c1cccc([N+](=O)[O-])c1
45) CC1SC(c2ccc(F)cc2)NC1=O (configuration not stated)
46) CCOC(=O)C(NC(C)=O)(Nc1ccc(S(N)(=O)=O)cc1)C(F)(F)F (configuration not stated)
47) O=C(CCCn1c(=S)[nH]c2ccsc2c1=O)Nc1ccc2c(c1)OCO2
48) O=c1ccc2cc(S(=O)(=O)N3CCN(c4ccccc4)CC3)ccc2o1
49) COC(=O)CN(C)C(=O)c1ccccc1OC1CCN(S(C)(=O)=O)CC1
Compound | 41 | 42 | 43 | 44 | 45 | 46 | 47 | 48 | 49
Dengue-2 NS5 capping | · | -2% | -5% | 2% | 4% | -4% | 1% | -8% | 9%
SIAH1 antagonists | -5% | 13% | 3% | -2% | -4% | -9% | 2% | 11% | -5%
RSV CPE inhibition | 0.1% | 2.2% | 0.8% | 1.3% | 0.7% | 1.2% | 7.4% | 1.5% | 0.2%
HIV fusion peptide | 1.0% | 0.9% | -1.4% | -0.4% | 0.5% | -3.4% | -2.5% | 0.4% | 0.6%
XIAP displacement | 0.3% | -1.2% | -2.3% | -11% | -7.3% | 1.7% | -2.4% | -4.4% | ·
LYP inhibition | -7% | -3% | 5% | -3% | -5% | -4% | 2% | 2% | 0%
AID2073 | -9% | 8% | -3% | -6% | 0% | 6% | 41% | 19% | 9%
Rac1 GTP hydrolysis | · | 2% | 6% | 3% | 4% | 6% | 14% | 4% | 16%
Large T inhibition | 2% | 7% | 4% | 21% | 2% | 5% | 22% | 4% | -7%

Entries above containing a Cl atom, in the order listed:
5) CNC(=S)Nc1cc(C(F)(F)F)ccc1Cl
13) Cc1ccc(S(=O)(=O)NC(=O)Nc2ccc(Cl)cn2)cc1
19) Cc1nc(Nc2ccccc2Cl)sc1C(=O)Nc1ccccc1
21) COc1ccc(Cn2nc(C)n(N(C)c3ncc(C(F)(F)F)cc3Cl)c2=O)cc1
25) O=C(NCc1cccs1)c1nc2c(nnn2Cc2ccccc2Cl)c(=O)[nH]1
33) CC(=O)c1ccc(N2CCN(C(=O)C3(S(=O)(=O)c4ccc(Cl)cc4)CC3)CC2)cc1
37) CC1CN(Cc2cnc(Cl)s2)CC(C)O1 (configuration not stated)
Compound | 5 | 13 | 19 | 21 | 25 | 33 | 37
Dengue-2 NS5 capping | 0% | -4% | 1% | -1% | 52µM* | -3% | -9%
SIAH1 antagonists | 4% | -6% | 0% | 1% | -5% | 1% | -5%
RSV CPE inhibition | -0.3% | 1.6% | 11% | 1.6% | -4.1% | -1.2% | ·
HIV fusion peptide | -0.7% | 1.4% | 1.9% | -0.2% | 38% | -3.1% | -0.3%
XIAP displacement | -6.7% | 1.7% | -6.6% | -2.4% | -1.8% | -4.5% | -4.5%
LYP inhibition | -8% | -10% | 5% | -6% | -1% | -2% | -7%
AID2073 | -9% | 4% | 0% | 2% | 25% | 6% | -3%
Rac1 GTP hydrolysis | 8% | 2% | 6% | 4% | 16% | 4% | 3%
Large T inhibition | -2% | 21% | -1% | -1% | -2% | -4% | 10%

Bioassay records: PubChem, several laboratories
